Compound activity: PubChem BioAssay, National Center for Advancing Translational Sciences (NCATS)
PNC assembly inh: inhibitors of perinucleolar compartment assembly. PC3M PTB-GFP, PNC prevalence imaging, 16 h; stronger effect = lower value. activity change (PNC), negative = inhibition, % at 10 µM. hit rate 3.1% among 140,000. AID 2417;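 active = readout at or below -70, meaning at least 70% loss of cells showing the perinucleolar compartment, a nuclear body marking cancer cells; inconclusive = readout between -30 and a set limit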;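 note: plate controls were DMSO wells for no effect and camptothecin positive control wells for full effect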
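Compounds are pinned in duplicate onto adhered PC3M cells stably expressing GFP-tagged PTB and incubated 16 h at 37 C. Cells are then fixed, nuclei stained with Hoechst, and PNC-positive cells counted.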
IMPase inh: cell-permeable inhibitors of inositol monophosphatase (IMPase); inhibition (IP1 accumulation), % at 46.1 µM; CHO-M1 cells, IP1 accumulation, HTRF TR-FRET ratio; AID 901; 120,000 tested, under 10 active; active = well fitted curve in the direction sought with a large enough effect in the signal ratio, not every such curve was filed as active; inconclusive = small, poorly fitted or top-dose-only effect, or a change in a side signal; inactive = no such curve, though single readings can be large or run the other way; the % refers to the signal ratio;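 note: cells stimulated with carbachol in lithium chloride buffer; plate controls were DMSO basal wells for no effect and reference inhibitor wells for full effect; higher means more IMPase inhibition seen as more IP1 and lower FRET ratio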
Target sequence (P97697 whole entry, looked up): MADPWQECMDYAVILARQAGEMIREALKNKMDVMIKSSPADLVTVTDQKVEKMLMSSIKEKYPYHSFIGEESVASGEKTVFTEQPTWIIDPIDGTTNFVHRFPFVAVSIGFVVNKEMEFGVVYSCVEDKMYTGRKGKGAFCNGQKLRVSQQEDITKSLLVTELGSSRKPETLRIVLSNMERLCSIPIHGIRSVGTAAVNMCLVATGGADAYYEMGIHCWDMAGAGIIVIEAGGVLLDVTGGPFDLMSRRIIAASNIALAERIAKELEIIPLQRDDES
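Elevated IP1 in lysates lowers TR-FRET signal (665/620 ratio and 620 channel reported). Cells were CHO-M1, given carbachol (50 uM as added) plus 50mM LiCl, pH 7.4, 30 min, 37C; compounds titrated up to 46 uM; AC50 by Hill equation.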
ALOX15B inhib: blocks human 15-lipoxygenase 2 activity; AID 881; purified 15hLO-2, xylenol orange hydroperoxide absorbance; O15296; hit rate 0.56% among 110,000; Potency, µM (doses to about 57.1 µM), for the others: top-dose activity change, negative = inhibition, most hits filed as inhibitors; note: potency is the fitted concentration of half-maximal effect; nearly all actives have a fitted effect of over 60% in size; many of its hits are not listed in these tables
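Purified human 15hLO-2 (50 nM final) preincubated with compounds 15 min at room temperature in 25 mM Hepes pH 7.5, 0.01% Triton X-100, then 45 uM arachidonic acid added for 90 min; hydroperoxide detected via ferrous/xylenol orange, 573/405 nm absorbance ratio.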
ALOX12 inhib: blocks human 12-lipoxygenase activity; purified 12-hLO, xylenol orange hydroperoxide absorbance; Potency, µM (highest dose often 57.1 µM), without a hit: at the highest dose activity change, negative = inhibition, most hits filed as inhibitors; P18054; hit rate 0.12% among 150,000; note: potency is the fitted concentration of half-maximal effect; nearly all actives have a fitted effect of over 55% in size; many of its hits are not listed in these tables
Target sequence (P18054 whole entry, looked up): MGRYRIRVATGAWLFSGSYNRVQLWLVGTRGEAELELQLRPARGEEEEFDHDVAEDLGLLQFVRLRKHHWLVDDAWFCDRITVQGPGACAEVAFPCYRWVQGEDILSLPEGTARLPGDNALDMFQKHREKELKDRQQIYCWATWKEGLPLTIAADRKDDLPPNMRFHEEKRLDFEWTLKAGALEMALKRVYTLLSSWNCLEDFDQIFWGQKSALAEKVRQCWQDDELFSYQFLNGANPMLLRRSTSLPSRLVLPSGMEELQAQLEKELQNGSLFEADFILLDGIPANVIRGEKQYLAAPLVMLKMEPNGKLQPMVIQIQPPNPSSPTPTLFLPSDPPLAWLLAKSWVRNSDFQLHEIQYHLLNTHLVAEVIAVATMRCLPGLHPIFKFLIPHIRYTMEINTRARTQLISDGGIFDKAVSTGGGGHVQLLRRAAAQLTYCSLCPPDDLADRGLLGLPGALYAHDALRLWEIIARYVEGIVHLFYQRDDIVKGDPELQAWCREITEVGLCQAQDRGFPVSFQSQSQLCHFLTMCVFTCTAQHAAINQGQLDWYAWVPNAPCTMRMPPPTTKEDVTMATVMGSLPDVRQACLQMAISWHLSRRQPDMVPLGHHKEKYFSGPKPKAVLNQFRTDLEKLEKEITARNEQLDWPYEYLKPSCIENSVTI
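Purified human 12hLO (150 nM), preincubated 15 min with compound, then 40 uM arachidonic acid for 30 min, room temperature, Hepes pH 7.0 with 0.01% Triton X-100. Hydroperoxide detected by ferrous iron/xylenol orange; 573/405 nm absorbance ratio gives reaction progress.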
The depositor's hits bear a star; ? = inconclusive; / = not tested or not shown; [ ] = another dose, or the depositor's remark. Unless noted, calls come from the whole dose curve; as a rule, active = well fitted curve in the direction sought with a large enough effect; inconclusive = small, poorly fitted or top-dose-only effect, or another doubt; inactive = no such curve, though single readings can be large; an effect the other way counts as inactive or inconclusive. Unless noted, % is set by controls: 0 for no effect and ±100 for the full control effect.

SMILES | PNC assembly inh | IMPase inh | ALOX15B inhib | ALOX12 inhib
Cc1cc(N2CCOCC2)cc(C)[n+]1[O-] | 12 | 2 | 15% | -1%
CCN(CCCNC(=O)c1ccc(N2CCCC2=O)cc1)c1cccc(C)c1 | -13 | ? | -18% | 4%
CN(C)/C=N/c1ncc(C(=O)c2ccc(Cl)cc2)s1 | 9 | -10 | 3% | -1%
Cc1ccc(N(CC(=O)NCCc2ccc(F)cc2)S(=O)(=O)c2ccc(Cl)c([N+](=O)[O-])c2)c(C)c1 | ? | 9 | / | 0%
CCCCn1c2c(c(=O)n(C)c1=O)C(c1ccc(OC)cc1)N1CCCCCC1=N2 (stereo not given) | -6 | 9 | -7% | -7%
CC1CC(C)CN(c2cc3c(cc2[N+](=O)[O-])C(=O)N(c2ccccc2)C3=O)C1 (stereo not given) | ? | / | / | -3%
CCCOc1ccc(C2C(C(=O)c3ccc(C)o3)=C(O)C(=O)N2CCN2CCOCC2)cc1OC (stereo not given) | 81 | -10 | 3% | -6%
O=S(=O)(c1cccc(C(F)(F)F)c1)N1CCN(C(=S)NC2CC2)CC1 | -30 | / | / | 4%
Cc1ccc(CCNC(=O)CCSCc2ccc(Cl)cc2)cc1 | 16 | 7 | / | -4%
CCn1c(SCc2ccc([N+](=O)[O-])cc2)nnc1C(C)NC(=O)c1ccccc1Br (stereo not given) | 1 | -2 | -7% | 7%
O=C(CN1C(=O)c2ccccc2S1(=O)=O)NCCSc1ccccc1 | 14 | -8 | -6% | -6%
CCCCCCCCN=C1NC(=O)CS1 | 23 | ? | -4% | 0%
Cc1nc(SCC(=O)NCc2ccco2)[nH]c(=O)c1C | 6 | -3 | 3% | -8%
CCCCNC(=O)c1ccc(S(=O)(=O)c2ccc(Cl)cc2)c(NC(C)=O)c1 | -17 | -3 | -8% | 9%
CC12CCC(C(=O)n3c1nc1ccccc13)C2(C)C (stereo not given) | 3 | 2 | 8% | -2%
Cc1nn(-c2nnc(C)c(=O)[nH]2)c(C)c1SCC(=O)Nc1ccc(C(C)C)cc1 | ? | -2 | 9%[2.29 µM] | 2%
CCc1cccc(CC)c1NC(=O)COC(=O)C1(c2ccc(Cl)cc2)CCCC1 | 15 | 10 | / | -1%
Cc1ccc(O)c(N=Nc2ccccc2)n1 | / | 16 | ? | -17%
COc1cc(/C=N/Nc2nc3c(c(=O)n(C)c(=O)n3C)n2Cc2ccccc2)ccc1OC(=O)c1ccco1 | -19 | 4 | / | 1%
COc1ccc(-n2c(Cc3cccn3C)nnc2SCC(=O)Nc2ccc(C(C)=O)cc2)cc1 | 11 | -5 | -8% | -10%
FC(F)(F)c1cccc(NC(=S)Nc2ccc(Cl)cc2Cl)c1 | 56 | 4 | ? | -7%
COc1ccc(C(=O)N2CCN(c3ccc(C)c(C)c3)CC2)cc1OC | 12 | 3 | 1% | 1%
CCC(C)NC(=O)C1=C(C)C(=O)OC12CCC(C)CC2 (stereo not given) | 6 | -4 | 0% | 3%
O=C1/C(=C/c2ccccc2)CCCc2ccccc21 | 23 | 9 | -1% | 0%
O=C(CN1CCN(C(=O)c2c(F)cccc2F)CC1)Nc1ccccc1F | ? | -7 | -1% | 6%

Single records (already shown). Values in the order: PNC assembly inh | IMPase inh | ALOX15B inhib | ALOX12 inhib
Results for Cc1nn(-c2nnc(C)c(=O)[nH]2)c(C)c1SCC(=O)Nc1ccc(C(C)C)cc1 → ? | -2 | 9%[2.29 µM] | 2%
Results for CCn1c(SCc2ccc([N+](=O)[O-])cc2)nnc1C(C)NC(=O)c1ccccc1Br (stereo not given) → 1 | -2 | -7% | 7%
Results for Cc1cc(N2CCOCC2)cc(C)[n+]1[O-] → 12 | 2 | 15% | -1%
Results for COc1cc(/C=N/Nc2nc3c(c(=O)n(C)c(=O)n3C)n2Cc2ccccc2)ccc1OC(=O)c1ccco1 → -19 | 4 | / | 1%
Results for COc1ccc(-n2c(Cc3cccn3C)nnc2SCC(=O)Nc2ccc(C(C)=O)cc2)cc1 → 11 | -5 | -8% | -10%

(continued)
SMILES | PNC assembly inh | IMPase inh | ALOX15B inhib | ALOX12 inhib
O=C(N/N=C\CCc1ccccc1)c1ccco1 | ? | / | / | -3%
COc1cccc(CNCCc2c[nH]c3ccccc23)c1OCc1ccc(F)cc1 | 36 | 4 | 36%[activator] | -7%
Cc1ccc(-n2ncc3c(NCCCn4ccnc4)ncnc32)c(C)c1 | 5 | -3 | 23% | -2%
CNc1nnc(-c2ccc(N(C)C)cc2)s1 | -95* | / | / | -2%
CCCc1nnc(SCC(=O)N2CCOCC2)n1CCCOC | 8 | 10 | 2% | -1%
Cc1ccc(C(c2nnnn2Cc2cccs2)N2CCN(Cc3ccc4c(c3)OCO4)CC2)cc1 (stereo not given) | -27 | 11 | 31%[activator] | -21%
COc1ccc(NC(=O)/C=C/c2ccccc2)cn1 | 50 | / | / | 1%
COc1cccc2[nH]c3c(N4CCC(C(N)=O)CC4)ncnc3c12 | 30 | -6 | 3% | -1%
O=C(/C=C/c1cccnc1)c1ccc(NC(=O)c2cccc(Br)c2)cc1 | -25 | -1 | -5% | -4%
COC(=O)C1C(=O)OC(C)(C)C1C(C)C(=O)c1ccccc1 (stereo not given) | -13 | 1 | -4% | 6%
COC(=O)C1=C(C)N(C(C)C)C(=O)C1(NC(C)=O)C(F)(F)F (stereo not given) | ? | -9 | 3% | 1%
Cc1cccc(C(=O)NCCC(=O)Nc2nc(C)c(Cc3ccc4c(c3)OCO4)s2)c1 | 8 | / | / | -2%
COC(=O)CSc1nc2c(c(-c3ccc(C)o3)c1C#N)CCCC2 | 8 | -1 | -16% | -1%
COc1ccc(NC(=O)N2Cc3ccccc3CC2C(=O)NC(C)(C)C)cc1 (stereo not given) | -26 | -4 | -1% | 7%
Oc1ccc(N2CCN(C(c3ccncc3)c3nnnn3C3CCCC3)CC2)cc1 (stereo not given) | 9 | 5 | -29% | -9%
Cc1ccc(N(C(=O)Cc2cccs2)C(C(=O)NC2CCCCC2)c2ccccn2)cc1C (stereo not given) | ? | / | / | 0%
COc1cc2c(cc1OC)C(C(=O)N1CCOCC1)C(c1cccs1)N(C)C2=O (stereo not given) | 32 | 2 | -3% | -8%
N#Cc1c(SCC(=O)OCc2ccccc2)nsc1SCC(=O)OCc1ccccc1 | -101* | 4 | -5% | 6%
C[C@@H](C(=O)Nc1ccc2ccccc2c1)[C@@H]1C[C@@]1(C)[C@@H](NC(=O)Oc1ccc(F)cc1)c1ccccc1 | / | / | 12% | 3%
Cn1c(Cn2nnc3ccccc32)nnc1SCC(=O)c1ccc(F)cc1 | 16 | 1 | 3% | -5%
CCCCNC(=O)CN1C(=O)NC2(CCCc3ccccc32)C1=O (stereo not given) | 47 | 1 | 0% | -9%
CCCn1c(C)nc2c(NCCCCN3CCCC3)nc(C)nc21 | / | / | 4% | 1%
Cc1ccccc1-c1noc(N)c1C#N | 39 | -4 | -4% | 4%
COC(=O)c1nc2ccc(C)cn2c1F | 23 | 6 | 1% | 5%
Cc1ccc(-n2c(C)cc(C(=O)COc3c(CO)cc(F)cc3CO)c2C)cc1C | ? | / | / | 0%

The listing continues.
SMILES | PNC assembly inh | IMPase inh | ALOX15B inhib | ALOX12 inhib
CC(C)(C)NC(=O)CSc1nc2ccc(NC(=O)CSc3nnnn3Cc3ccccc3)cc2s1 | ? | 8 | -8% | -1%
Oc1c(C(c2cccc(F)c2)N2CCN(Cc3ccccc3)CC2)sc2ncnn12 (stereo not given) | ? | 5 | / | 6%
CCc1cc2c(=O)[nH]c(-c3ccccn3)nc2s1 | 15 | / | / | -5%
CC(C)c1cccc(C(C)C)c1NC(=O)c1ccc(OCC(=O)NCc2ccccc2)cc1 | 17 | / | / | -4%
c1ccc(-c2nnnc3ccccc23)cc1 | ? | / | / | 0%
COc1cccc(NC(=O)c2cc(OC)c(OC)c(OC)c2Br)c1 | ? | / | / | -5%
NC(=O)c1c(NC(=O)CN2C(=O)CCC2=O)sc2c1CCCCC2 | -29 | ? | -6% | -2%
COc1cc(C2N(C)CCC3(OCCO3)C2(C)C)cc(OC)c1OC (stereo not given) | -20 | / | / | -3%
CCN(CC1COc2ccccc2O1)C(=S)Nc1ccccc1 (stereo not given) | ? | 6 | -14% | -13%
N#Cc1nc(COc2ccc(Br)cc2)oc1NCCN1CCOCC1 | 12 | 5 | 20% | -5%
N#CCSc1nnc(C2CCCCC2)n1-c1ccccc1 | -7 | 5 | -5% | 2%
O=[N+]([O-])c1ccc2nc(-c3ccc(Cl)cc3)[nH]c2c1 | 35 | / | / | -12%
O=C1c2ccccc2-c2ccc(N(Cc3ccc(Br)cc3)Cc3ccc(Br)cc3)cc21 | / | / | -2%[11.4 µM] | 0%[11.4 µM]
CSc1nc2nc(C)cc(-c3ccccc3)n2n1 | ? | 0 | 3%[2.29 µM] | -3%
Cc1ccc(NC(=O)NC(=O)CN2C(=O)NC3(CCCCCCC3)C2=O)c(C)c1 | ? | 0 | -20% | -12%
CCn1c(CNc2ccc(Cl)cc2)nnc1SCC(=O)NCc1ccccc1 | 66 | 4 | 3% | -7%
COC(=O)/C=C/C(=O)N1CCN(c2cccc(Cl)c2)CC1 | ? | / | / | 11%
Cc1ccc(C2=[N+]([O-])C3(CCCCC3=O)N(O)C2(C)C)cc1 (stereo not given) | -6 | 1 | -12% | -8%
Cn1c(C(=O)N2CCc3ccccc3C2)cc2c(=O)n3ccccc3nc21 | 0 | -12 | -7% | -3%
S=C(Nc1ccc(Cl)cc1)NC1CC2CCCC(C1)N2C1CC1 (stereo not given) | ? | -10 | 19% | -1%
CC1(C(=O)N(CC(=O)NC2CCCC2)C2CCCC2)CC(=O)N=C2C=CC=CN21 (stereo not given) | -20 | -10 | -4% | 1%
O=C(O)CN1C(=O)c2cccc(Oc3ccc(Cl)cc3)c2C1=O | ? | 0 | -2% | -2%
CCN1/C(=C\C(C)=O)Sc2ccc(OC)cc21 | -7 | -6 | 0% | -5%
CCNc1nc(NOC)nc(OCC#N)n1 | -26 | 6 | / | 3%
OC1C=CSc2nc3ccccc3n21 (stereo not given) | 31 | -3 | -3% | -1%

Carrying on:
SMILES | PNC assembly inh | IMPase inh | ALOX15B inhib | ALOX12 inhib
CCOc1ccc(C2C(C#N)=C(N)Oc3cc(C)n(CCN(C)C)c(=O)c32)cc1OCC (stereo not given) | 22 | 15 | 1% | -3%
CC(Sc1nc2ccccc2c(=O)[nH]1)C(=O)O (stereo not given) | 6 | -2 | 7% | -1%
CC(C)OC(=O)C(C#N)c1nc2ccccc2nc1N1CCCC1 (stereo not given) | 60 | 16 | / | 5%
CCOC(=O)c1c(NC(C)=O)sc2c(OC)c(Br)ccc12 | 3 | -4 | -4% | -5%
CN(NC(=O)C(C)(C)C)c1nc(-c2ccccc2)nnc1C(F)(F)F | 9 | 0 | 5% | 0%
O=C(NC1CCN(C(=O)N2c3ccccc3Sc3ccccc32)CC1)c1ccccc1Cl | 28 | -2 | ? | -4%
COc1ccc(-c2nnn(CC(=O)N(Cc3cccs3)C(C)C(=O)NC3CCCC3)n2)cc1OC (stereo not given) | -2 | 5 | -2% | -8%
O=C(CSc1nnc(-c2ccc(Cl)cc2)n1Cc1ccco1)Nc1ccc2c(c1)OCCO2 | 8 | -1 | -23% | ?
Cc1ccc(S(=O)(=O)N/N=C2/CCCCC2C2CCCCC2)cc1[N+](=O)[O-] (stereo not given) | -26 | / | / | -2%
COc1ccccc1OCC(O)CN1CCN(CC(=O)Nc2c(C)cccc2C)CC1 (stereo not given) | / | / | -2% | 0%
CC1CCN(S(=O)(=O)c2cc(Br)cc(C(=O)NC3=NCCS3)c2)CC1 | 28 | 1 | -1% | -14%
CNC(=O)c1ccccc1S(=O)(=O)c1ccccc1C#N | 12 | 0 | 9% | 0%
CCOC(=O)N1CCN(C(=O)c2csc3c2CCCCC3)CC1 | ? | 1 | -5% | 0%

The list is partial. The share of hits here may be higher or lower than overall.
